Screening data: PubChem BioAssay, several laboratories
hiPSC survival: enhancers of human iPSC single-cell survival | hiPSC single-cell survival, ATPlite luminescence; 100% = ROCK inhibitor wells, 0% = DMSO | survival enhancement, % at 20 µM | 360,000 tested, 0.044% active | AID 602274; in the data active = survival enhancement above about 18%;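 note: cells exposed to compounds for 16 hours before the ATP read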
NR2E3 ag-1: activates human NR2E3 receptor. CHO-S Gal4-NCOR/VP16-NR2E3 two-hybrid, luciferase. 360,000 tested, 0.35% active. inhibition of corepressor binding, % at 3.98 µM. AID 602229;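 active = inhibition above the mean of all tested compounds plus 3 SD, cut at about 70% in these data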;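 note: 0% = DMSO with NR2E3 transfected cells and 100% = cells lacking NR2E3 construct; higher means lower luciferase signal from less NR2E3 corepressor binding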
Target sequence (Q9Y5X4 whole entry, looked up, the tested form may be a part): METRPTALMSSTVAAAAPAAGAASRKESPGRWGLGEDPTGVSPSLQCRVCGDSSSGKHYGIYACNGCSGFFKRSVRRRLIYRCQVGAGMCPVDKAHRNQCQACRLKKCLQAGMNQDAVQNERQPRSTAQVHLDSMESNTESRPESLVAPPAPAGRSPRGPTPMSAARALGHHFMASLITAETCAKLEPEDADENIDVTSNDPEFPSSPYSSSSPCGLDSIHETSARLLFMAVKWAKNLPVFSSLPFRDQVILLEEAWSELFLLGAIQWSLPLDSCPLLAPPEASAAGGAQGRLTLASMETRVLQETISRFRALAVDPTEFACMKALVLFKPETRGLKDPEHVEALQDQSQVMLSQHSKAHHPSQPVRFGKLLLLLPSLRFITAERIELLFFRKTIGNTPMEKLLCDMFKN
NR2E3 ag-2: NR2E3 (human) agonism; Q9Y5X4; 320,000 tested, 0.12% active; GST-NR2E3/biotin-RetCOR TR-FRET, 1536-well; AID 2300; inhibition of corepressor binding, % at 4.78 µM;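 active = percent inhibition above the cutoff of mean plus 3 SD of all tested compounds, set per screening campaign, cut at about 20% in these data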;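 note: 0% = DMSO wells and 100% = biotin wells as full block of FRET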
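Material: NR2E3–RetCOR corepressor complex / Amount: 1.35 nM GST-NR2E3 / Medium: Tris pH 7.5 / Compound: single nominal compound dose of 4.8 µM / Incubation: 5 h at 4 °C / Technique: TR-FRET, Eu(K)-anti-GST donor, streptavidin-D2 acceptor, ex 340, em 617/671 nm / Read-out basis: percent loss of FRET ratio relative to control wells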
PDI turbidity: inhibitors of human protein disulfide isomerase; P07237; PDI insulin aggregation turbidity, A650, 90 min; inhibition, % at 10 µM; 350,000 tested, 0.052% active;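 active = mean inhibition across replicates of 30% or more, whatever share of single replicates reach that level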;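 note: absorbance from insulin aggregation driven by PDI reduction with DTT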
Target sequence (P07237 whole entry, looked up): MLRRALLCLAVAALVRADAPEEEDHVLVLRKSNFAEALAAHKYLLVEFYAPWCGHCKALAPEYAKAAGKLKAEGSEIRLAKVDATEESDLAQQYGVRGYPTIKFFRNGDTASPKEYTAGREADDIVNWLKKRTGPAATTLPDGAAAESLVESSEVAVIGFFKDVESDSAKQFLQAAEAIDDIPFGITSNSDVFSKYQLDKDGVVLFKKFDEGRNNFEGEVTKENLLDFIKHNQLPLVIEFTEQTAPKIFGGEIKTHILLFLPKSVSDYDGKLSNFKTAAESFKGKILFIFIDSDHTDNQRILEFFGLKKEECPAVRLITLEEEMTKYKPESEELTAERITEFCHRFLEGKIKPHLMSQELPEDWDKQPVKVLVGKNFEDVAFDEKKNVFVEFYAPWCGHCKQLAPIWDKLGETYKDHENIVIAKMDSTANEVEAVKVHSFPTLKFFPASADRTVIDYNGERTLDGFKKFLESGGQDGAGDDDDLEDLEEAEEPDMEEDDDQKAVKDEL
Peg3 promoter: Peg3 promoter activity inhibition | HeLa PEG-Prom luciferase reporter, luminescence, overnight | inhibition, % at 20 µM | 360,000 tested, 1.7% active;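 active = inhibition of at least 50% at 20 µM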
HIF-2a block: HIF-2a inhibition. 360,000 tested, 0.72% active. 786-0 RCC cells HIF-2a reporter, luciferase luminescence, overnight. AID 624352. inhibition, % at 18.8 µM;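 active = inhibition of the luminescence signal of 40% or more relative to plate controls, in a single-dose primary screen at 18.75 µM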
CaV13 FRET inh: Disruptors of the CACNA1D IQ motif to Ca2+-dependent inactivation inhibitor domain association, primary screening, Förster resonance energy transfer in intact living …; 340,000 tested, 0.098% active; inhibition, % at 12.3 µM; AID 743397; HEK cells, CFP/YFP FRET ICDI-IQ, plate reader, 10 min; percent FRET-ratio fall versus neutral wells;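 active = mean replicate inhibition of at least 30% and at least 1% of replicates passing that level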;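 note: 0% = median of the neutral control wells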
Vif imaging: inhibitors of HIV Vif | 340,000 tested, 0.35% active | HEK293T cells, Vif self-association by quenched fluorescence, imaging, 24 h | inhibition, % at 7.49 µM; in the data active = inhibition above about 50%, passing the limit was not always enough; note: some results filed as inactive read as strong as hits
Exocytosis inh: blocks lytic granule exocytosis | TALL-104 LAMP-1 surface exposure, flow cytometry; cells stimulated with thapsigargin and PMA | inhibition, % at 10 µM | 360,000 tested, 0.66% active | AID 651702;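 active = inhibition above about 55%, limit read from the data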
TRPM1 prom inh: reduces MITF-dependent TRPM1 promoter luciferase signal; SK-MEL-5 TRPM1 promoter luciferase, 24 h; inhibition, % at 12.5 µM; 330,000 tested, 0.83% active;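 active = mean inhibition across replicates of 60% or more, whatever share of single replicates reaches that level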; note: values of inactives mirror those of a sister screen read the other way
aDG glyco act: increases alpha dystroglycan glycosylation | Pro5-aDG cells, alpha-DG glycosylation AlphaScreen (IIH6); 0% Pro5, 100% B10-LARGE cell signal | activation, % at 10 µM | 360,000 tested, 0.22% active;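 active = activation of at least 8% versus controls, or a plate z-score of at least 8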;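 note: Pro5 are CHO cells carrying HIG-tagged alpha-DG that lacks glycosylation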
Numbers without * were called inactive; nt = no result given.

SMILES | NR2E3 ag-1 | aDG glyco act | PDI turbidity | CaV13 FRET inh | HIF-2a block | NR2E3 ag-2 | TRPM1 prom inh | Peg3 promoter | hiPSC survival | Vif imaging | Exocytosis inh
CC(=O)c1cccc(NC(=O)c2ccc3ccccc3c2)c1 | -90 | 0.0 | 0 | -6 | -350 | -1 | -82 | -338 | 1.0 | -10 | 22
Cc1c(C(=O)Nc2cccc(N(C)S(C)(=O)=O)c2)cccc1[N+](=O)[O-] | 11 | -0.1 | -1 | -1 | 6 | 2 | 4 | 18 | 1.1 | 1 | -6
COC(=O)[C@@H](NC(=O)Nc1ccc2c(c1)OCCO2)C(C)C | -3 | -0.3 | 7 | -5 | -1 | -2 | -3 | 9 | 2.8 | -2 | 2
O=C(CCn1c(=O)oc2ccccc21)NCc1cccs1 | 4 | -0.1 | 3 | -5 | 7 | 4 | -3 | -1 | -0.4 | 11 | -2
CCC(C)C(=O)Nc1nnc(SCC(=O)Nc2ccccc2F)s1 (configuration not stated) | -6 | 0.0 | 1 | -2 | -1 | -2 | 8 | 17 | 0.9 | 0 | 3
FC(F)(F)c1cc(NCc2cccs2)n2ncnc2n1 | -15 | 0.0 | 2 | -9 | 12 | 3 | -1 | 14 | 0.6 | -4 | 2
CNC(=O)c1sccc1S(=O)(=O)Cc1c(Cl)cccc1Cl | 2 | -0.1 | 3 | nt | 29 | 5 | 5 | 4 | -1.1 | 5 | 0
CCS(=O)CCSc1nc2ccccc2s1 (configuration not stated) | -1 | -0.2 | -1 | -4 | -25 | -1 | 2 | -39 | 1.0 | nt | 0
O=C(C1CCN(S(=O)(=O)c2ccccc2)CC1)N1CCN(Cc2ccc3c(c2)OCO3)CC1 | 1 | 0.1 | -44 | -6 | 12 | -4 | 0 | 25 | 0.3 | -8 | 0
CC(=O)Nc1ccc(C(=O)OCC(=O)c2ccc(S(=O)(=O)N3CCCCC3)cc2)cc1 | -12 | -0.1 | -8 | -6 | 4 | -3 | -4 | 16 | -0.1 | nt | -1
O=c1[nH]c(N2CCN(Cc3ccccc3)CC2)nc2c1CCC2 | -18 | -0.1 | -3 | -5 | 22 | 2 | 3 | 5 | 0.6 | -6 | -6
CCCc1cc(C(=O)NCc2ccco2)no1 | -81 | 0.7 | nt | -3 | -129 | -1 | nt | -78 | 1.4 | -11 | 0
Cc1nn(-c2ccccc2)nc1C(=O)Nc1ccc2[nH]ncc2c1 | -16 | 0.6 | 6 | -4 | -10 | -1 | 2 | -5 | -0.6 | -4 | 6
COCCC(=O)N1CCCC(N2CCN(c3ccc(F)cc3)CC2)C1 (configuration not stated) | -8 | 0.1 | 1 | -5 | -3 | 2 | 5 | 13 | -0.5 | -3 | 0
O=C(CNCc1ccccc1)Nc1ccc(Oc2ccccc2)cc1 | -29 | -0.4 | 10 | 4 | 0 | -1 | 1 | -9 | 0.1 | 5 | -1

Sorted by length of the SMILES (high to low): some entries from above
SMILES | NR2E3 ag-1 | aDG glyco act | PDI turbidity | CaV13 FRET inh | HIF-2a block | NR2E3 ag-2 | TRPM1 prom inh | Peg3 promoter | hiPSC survival | Vif imaging | Exocytosis inh
O=C(C1CCN(S(=O)(=O)c2ccccc2)CC1)N1CCN(Cc2ccc3c(c2)OCO3)CC1 | 1 | 0.1 | -44 | -6 | 12 | -4 | 0 | 25 | 0.3 | -8 | 0
COC(=O)[C@@H](NC(=O)Nc1ccc2c(c1)OCCO2)C(C)C | -3 | -0.3 | 7 | -5 | -1 | -2 | -3 | 9 | 2.8 | -2 | 2
Cc1nn(-c2ccccc2)nc1C(=O)Nc1ccc2[nH]ncc2c1 | -16 | 0.6 | 6 | -4 | -10 | -1 | 2 | -5 | -0.6 | -4 | 6
COCCC(=O)N1CCCC(N2CCN(c3ccc(F)cc3)CC2)C1 (configuration not stated) | -8 | 0.1 | 1 | -5 | -3 | 2 | 5 | 13 | -0.5 | -3 | 0
O=c1[nH]c(N2CCN(Cc3ccccc3)CC2)nc2c1CCC2 | -18 | -0.1 | -3 | -5 | 22 | 2 | 3 | 5 | 0.6 | -6 | -6
O=C(CCn1c(=O)oc2ccccc21)NCc1cccs1 | 4 | -0.1 | 3 | -5 | 7 | 4 | -3 | -1 | -0.4 | 11 | -2
FC(F)(F)c1cc(NCc2cccs2)n2ncnc2n1 | -15 | 0.0 | 2 | -9 | 12 | 3 | -1 | 14 | 0.6 | -4 | 2
CCCc1cc(C(=O)NCc2ccco2)no1 | -81 | 0.7 | nt | -3 | -129 | -1 | nt | -78 | 1.4 | -11 | 0
CCS(=O)CCSc1nc2ccccc2s1 (configuration not stated) | -1 | -0.2 | -1 | -4 | -25 | -1 | 2 | -39 | 1.0 | nt | 0

Following part.
SMILES | NR2E3 ag-1 | aDG glyco act | PDI turbidity | CaV13 FRET inh | HIF-2a block | NR2E3 ag-2 | TRPM1 prom inh | Peg3 promoter | hiPSC survival | Vif imaging | Exocytosis inh
CCOC(=O)[C@]12CCCC=C1N(Cc1ccco1)C(=O)[C@H](CC(=O)N1CCOCC1)C2 | -4 | -0.2 | nt | -3 | 8 | nt | nt | nt | -0.6 | nt | 4
CC(=O)NNc1[nH]c2c(c(=O)c1[N+](=O)[O-])c(=O)n(C)c(=O)n2C | -3 | -0.1 | 8 | -5 | 26 | 1 | -10 | 12 | -0.3 | -9 | 0
O=C(Nc1ccc2c(c1)C(=O)OC2)Nc1cccc2ccccc12 | -4 | -0.4 | 0 | -5 | 7 | 1 | 2 | 2 | -2.3 | -4 | 0
CCOC(=O)C[C@H]1c2ccccc2S(=O)(=O)N1Cc1cc(OC)c(OC)c(OC)c1 | -16 | 0.0 | -8 | -6 | 6 | 1 | -13 | 5 | -0.4 | nt | 2
COc1ccc(NC(=O)Cn2cnc3c(cnn3-c3ccc(C)c(C)c3)c2=O)c(OC)c1 | -31 | -0.2 | -5 | -5 | 10 | 2 | -6 | 8 | 0.9 | -18 | -6
COCCNC(=O)C1(C)CCCN(C(=O)c2ccco2)C1 (configuration not stated) | 3 | -0.2 | -5 | -7 | 8 | nt | nt | 15 | 2.4 | 9 | 2
Cc1oc2ccc(OCC(N)=O)cc2c1C(=O)OC(C)C | -13 | -0.1 | 10 | -5 | 16 | 2 | 18 | 27 | -2.3 | -2 | -2
CCC(=O)Nc1ccc(Cl)c(NC(=S)NC(=O)COc2ccc(Cl)cc2)c1 | 5 | -0.1 | 19 | -5 | -3 | 1 | 3 | 12 | -2.3 | -3 | -4
C#CCOCCOCCOCCNc1nc(N2CCOCC2)nc(N2CCN(C(=O)[C@H](CCCCN)n3cc(CN)nn3)CC2)n1 | -17 | -0.1 | -1 | -10 | -3 | nt | -7 | -13 | 0.2 | nt | -3
CCOc1ccc(CC(=O)NNC(=S)NC)cc1 | -31 | 0.0 | -4 | -5 | 23 | 1 | 3 | 19 | -0.2 | -3 | -7
COc1cccc(COC(=O)c2ccc3c(c2)NC(=O)C(C)S3)c1OC (configuration not stated) | -2 | 0.4 | -10 | -2 | 6 | 3 | 1 | 13 | -0.3 | -3 | 0
O=C(NCC1COCCO1)c1cc(COc2c(F)cccc2F)on1 (configuration not stated) | 3 | -0.5 | -6 | -6 | -53 | 3 | -14 | -20 | 1.2 | -2 | -3
NC(=O)c1cn(-c2ccccc2)nc1-c1cc2ccccc2oc1=O | 16 | 0.0 | -6 | -5 | 13 | -1 | -5 | 18 | 0.2 | 2 | 8
Cc1cccc(C)c1NC(=O)Cn1cc(C=O)c2ccccc21 | 13 | 0.4 | -7 | -5 | 14 | nt | 2 | 5 | 2.8 | -3 | -5
C[C@H](NC(=O)C1CC(=O)N(c2ccc(F)cc2)C1)C(=O)N1CCCCC1 (some centres not stated) | -2 | 0.4 | 9 | -5 | 6 | -3 | -4 | -2 | 0.4 | -2 | 1
CCSC1=C(C#N)C(CC(C)C)C2=C(CCCC2=O)N1 (configuration not stated) | 7 | 0.1 | 1 | -5 | 7 | 3 | nt | 11 | -0.2 | -4 | 4
CCOc1cc(CN2CCN(Cc3ccc(C)o3)C(CCO)C2)ccc1OC (configuration not stated) | 2 | 0.0 | -15 | 5 | 13 | 0 | 19 | 24 | -4.0 | -1 | -2
O=C(OCC(=O)c1cccc2ccccc12)c1ccc(CO)cc1 | -30 | -0.3 | -7 | -2 | -162 | 2 | -130 | -309 | -0.4 | nt | 2
CCCCC(=O)Nc1nnc(SCC(=O)NC2CCCC2)s1 | -38 | 0.1 | -2 | -4 | 21 | -2 | 6 | 9 | -2.5 | 9 | 0
COc1ccc(NC(=O)CN(C)C(=O)/C=C/c2ccc(OCc3ccccc3)cc2)cc1 | 8 | 0.2 | -38 | -4 | 3 | -2 | 22 | 24 | -0.2 | 5 | 4
CCCNC(=O)CCC(NS(=O)(=O)c1ccc(C)cc1)C(=O)NCCC (configuration not stated) | -15 | 0.3 | -5 | -8 | -1 | -1 | 3 | 15 | -0.9 | -4 | -1
Cc1ccc(NC(=O)NCCSc2ccc(C)cc2)cc1 | 13 | 0.1 | 1 | -4 | -7 | 3 | -7 | -4 | -0.1 | 3 | -4
O=C(Nc1cc(C(F)(F)F)ccc1-n1cncn1)C1CC1 | -24 | -0.4 | -2 | -6 | 10 | 0 | -4 | 5 | 0.6 | 28 | -4
CNC(=O)CSCc1cnn(-c2ccccc2)c1-n1cccc1 | 7 | 0.1 | 19 | -5 | 16 | -1 | 0 | 9 | -2.8 | 23 | -1
O=S(=O)(c1ccc(-c2csc(-c3cccnc3)n2)cc1)N1CCOCC1 | 7 | 0.0 | 11 | -3 | -18 | -1 | -6 | 9 | 1.2 | 4 | -1
CCN1CCN(CC(=O)Nc2ccc(C)cc2C)C(=O)C1=O | -27 | 0.2 | 13 | -5 | 7 | 3 | -1 | 8 | 2.5 | -3 | -4
CC1(C(=O)NCc2cccs2)CCN1C(=O)Cc1cccc2ccccc12 (configuration not stated) | -20 | -0.2 | 0 | -4 | 15 | nt | nt | 14 | -0.6 | -3 | -1
CCOc1ccccc1NC(=O)CCc1nnc2ccc(N3CCC4(CC3)OCCO4)nn12 | 26 | 1.2 | 4 | -3 | 4 | -1 | -1 | -6 | -0.3 | 2 | -7
CC1CCCC(NC(=O)COC(=O)c2cccc(S(=O)(=O)N3CCCCC3)c2)C1C (configuration not stated) | -32 | 0.0 | 2 | -14 | 9 | -2 | -3 | 7 | 0.6 | -1 | -8
Cc1ccc(OCC(=O)N2CCN(c3ccc([N+](=O)[O-])c(N4CCOCC4)c3)CC2)cc1 | -1 | 0.0 | 19 | -9 | 6 | 1 | 12 | 18 | -0.9 | -3 | -2
